BRCA1 expr up: BRCA1 expression activation; MCF7-BRCA1-FFLuc reporter, luminescence, 48 h; response scale: scaled: vehicle 0%, 10 µM genistein 100%; Potency, µM (titrated, usually from 46.1 µM), inactives show at the top dose activation, actives largely listed as activators; 380,000 tested, 1.1% active; note: potency is the fitted concentration of half-maximal effect; nearly all actives have a fitted effect of over 80% in size; some results filed as inactive show a strong effect at the top dose
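MCF7 cells carrying a BRCA1-firefly luciferase reporter (2000 cells/well, phenol-red free MEM) were attached for 2 h at 37 °C, then given compounds for 48 h. Luminescence was read 15 min after luciferase reagent; activity normalized to genistein (10 microM) and DMSO.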
ELG1 DNA repair: inhibitors of ELG1-dependent DNA repair in HEK293T cells | HEK293T ELG1-luciferase reporter, luminescence, 16 h; DNA damage induced by 5-fluorouridine | Potency, µM (doses to about 46.1 µM), without a hit: top-dose activity change, negative = inhibition, hits mostly inhibitors | 330,000 tested, 2.3% active | AID 504467; note: potency is the fitted concentration of half-maximal effect; % is set by controls: 0 for no effect and ±100 for the full control effect; nearly all actives have a fitted effect of over 55% in size
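In this reporter screen, reduction of luminescence relative to DMSO vehicle indicated activity. Compounds and 5-fluorouridine were added together to 2,000 cells per well, incubated for 16 hr at 37 °C, then developed with ONE-Glo.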
TSG101-PTAP inh: blocks PTAP/TSG101 interaction to inhibit HIV-1 budding; Q99816; Fluorescence polarization, FITC-PTAP peptide / Tsg101 binding; Potency, µM (doses to about 115 µM), for inactives: at the highest dose activity change, negative = inhibition, most hits filed as inhibitors; 340,000 tested, under 10 active; AID 493005; active = well fitted inhibition curve with a large enough effect in the main read-out, with a control signal flat, not every such curve was filed as active; inconclusive = small, poorly fitted or top-dose-only effect, or effect the other way, or a change in a side signal; inactive = no such curve, though single readings can be large or run the other way; note: potency is the fitted concentration of half-maximal effect; % of control where 0% means no effect
Target sequence (Q99816 whole entry, looked up): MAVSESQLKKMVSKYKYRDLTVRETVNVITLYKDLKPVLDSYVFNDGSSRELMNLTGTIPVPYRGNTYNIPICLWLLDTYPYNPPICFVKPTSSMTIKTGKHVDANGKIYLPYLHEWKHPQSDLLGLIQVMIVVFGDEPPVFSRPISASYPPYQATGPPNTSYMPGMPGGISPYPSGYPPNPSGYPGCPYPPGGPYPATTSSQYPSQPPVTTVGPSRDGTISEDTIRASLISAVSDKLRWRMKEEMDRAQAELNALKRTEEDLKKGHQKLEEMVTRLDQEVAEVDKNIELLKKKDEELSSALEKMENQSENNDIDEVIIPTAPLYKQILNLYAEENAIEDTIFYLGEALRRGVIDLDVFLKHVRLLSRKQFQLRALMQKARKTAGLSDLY
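Steps: Tsg101 binding domain dispensed (10 uM final), compounds pinned in DMSO, FITC-labeled PTAP-motif peptide added (50 nM final); after 20 min binding at room temperature, polarization measured.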
TRPV1 agonist: activates the human vanilloid receptor TRPV1. TRPV1-expressing cells, Fluo-8 calcium influx, agonist mode. 320,000 tested, 0.19% active. activation, % at 8.33 µM. Q8NER1; in the data active = activation above about 80%; inconclusive = between about 30% and that limit; note: 0% is about no effect
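Cells expressing TRPV1 were dye-loaded with Fluo-8 and read kinetically: 10 s baseline, 3 min after compound (agonist portion), then 2 min after EC20 capsaicin (allosteric enhancer portion). Calcium-bound dye fluorescence at 480/520 nm.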
a7 integrin act: activates integrin-mediated alleviation for muscular dystrophy. 350,000 tested, 0.064% active. alpha7betagal myoblasts, beta-gal FDG fluorescence, 48 h. Potency, µM (titrated, usually from 38.3 µM), for the others: top-dose activation, actives largely listed as activators;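 note: potency is the fitted concentration of half-maximal effect; 100% = response of the positive control SU9516; nearly all actives have a fitted effect of over 60% in size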
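alpha7betagal+/- myoblasts (passage 13, 250/well) treated 48 h at 37C with compounds at 1:260 dilution of DMSO stock. Lysed, then beta-galactosidase activity read as FDG fluorescence (ex 480/em 540) after 30 min, with pre-read for autofluorescence.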
TCR act: T cell receptor activation; Potency, µM (doses to about 9.22 µM), for inactives: at the highest dose activation of IL-2 secretion, hits mostly activators; 330,000 tested, under 10 active; primary human leukocytes, anti-CD3, IL-2 HTRF, 48 h; note: % of control where 0% means no effect
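Using a-CD3 beads without co-stimulation, primary human leukocytes were exposed to compounds for 48 hr. An HTRF IL-2 kit measured the cytokine, with europium-to-d2 energy transfer producing emission at 665nm upon 320nm excitation.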
B2AR arrestin: beta2AR (human) beta-arrestin recruitment activity | P07550 | beta-arrestin recruitment to beta2AR, cell-based reporter | Potency, µM (doses to about 46.1 µM), inactives show top-dose activation, usual class: activators | 330,000 tested, 0.02% active | AID 492947;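 note: potency is the fitted concentration of half-maximal effect; 0% = DMSO controls and full agonism = EC100 isoproterenol or metaproterenol; nearly all actives have a fitted effect of over 65% in size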
Target sequence (P07550 whole entry, looked up): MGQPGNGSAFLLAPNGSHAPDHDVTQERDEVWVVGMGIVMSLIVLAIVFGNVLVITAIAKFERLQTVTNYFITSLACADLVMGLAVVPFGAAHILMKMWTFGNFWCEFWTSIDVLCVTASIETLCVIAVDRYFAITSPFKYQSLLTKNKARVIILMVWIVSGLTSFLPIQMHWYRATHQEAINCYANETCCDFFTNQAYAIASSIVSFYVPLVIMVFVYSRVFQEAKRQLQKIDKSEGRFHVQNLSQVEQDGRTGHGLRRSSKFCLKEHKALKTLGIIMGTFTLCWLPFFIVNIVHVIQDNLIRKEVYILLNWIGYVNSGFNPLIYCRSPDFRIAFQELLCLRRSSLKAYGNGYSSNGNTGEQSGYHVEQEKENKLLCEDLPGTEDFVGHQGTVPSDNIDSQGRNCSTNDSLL
CXXC DNA block: blocks binding of human MLL CXXC domain to DNA; MLL-CXXC / FITC-HOXA9 DNA fluorescence polarization; Potency, µM (top dose mostly 115 µM), without a hit: at the top dose activity change, negative = inhibition, hits mostly inhibitors; 290,000 tested, 0.037% active; AID 2662; active = well fitted inhibition curve with a large enough effect in the polarisation, with a control signal flat, not every such curve was filed as active; inconclusive = small, poorly fitted or top-dose-only effect, or effect the other way, or a change in a side signal; inactive = no such curve, though single readings can be large or run the other way; the % refers to the polarisation; note: potency is the fitted concentration of half-maximal effect
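Steps: dispense CXXC domain solution (7 uM) → pin compounds or unlabeled HOX-A9 DNA control → 5 min ambient → add FLSN-HOX-A9 solution (50 nM) → spin → 30 min ambient → fluorescence polarization. Tris pH 7.5/NaCl/DTT/BSA buffer.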
p53 reactivator: re-activators of mutant p53; H1299 p53-A138V BP100-luciferase reporter, luminescence, 24 h; Potency, µM (highest dose often 92.2 µM), without a hit: at the top dose activity change, positive = activation, hits mostly activators; 320,000 tested, 0.063% active; note: potency is the fitted concentration of half-maximal effect; % of control where 0% means no effect; nearly all actives have a fitted effect of over 45% in size
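H1299 (p53-null), stable ts p53-A138V + BP100-Luc; 1000 cells/well, Opti-MEM/10% FBS; cpd 4 pt, 1:5; 24 h, 37 deg C, 5% CO2; detection reagent 10 min RT; luminescence.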
A-T KAP1 phos: potential ataxia-telangiectasia treatment; […] A-T fibroblasts, KAP-1 phosphorylation AlphaLISA; neocarzinostatin DNA damage 30 min before lysis; 320,000 tested, 0.19% active; Potency, µM (titrated, usually from 57.5 µM), inactives show top-dose activation, usual class: activators; note: potency is the fitted concentration of half-maximal effect; % of control where 0% means no effect; nearly all actives have a fitted effect of over 45% in size
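ATM-like activity read as KAP-1 phosphorylation via AlphaLISA donor/acceptor antibody pairs after lysis and 6 hr at 25C. Cells were ATM-null patient fibroblasts ([…], hTERT), dosed 60 min, then exposed to the DSB inducer NCS for 30 min.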
The depositor's hits bear a star; ? = inconclusive; . = no result given; [ ] = dose if it differs, or a comment. Unless noted, calls come from the whole dose curve; as a rule, active = well fitted curve in the direction sought with a large enough effect; inconclusive = small, poorly fitted or top-dose-only effect, or another doubt; inactive = no such curve, though single readings can be large; an effect the other way counts as inactive or inconclusive.

Compound,BRCA1 expr up,ELG1 DNA repair,TSG101-PTAP inh,TRPV1 agonist,a7 integrin act,TCR act,B2AR arrestin,CXXC DNA block,p53 reactivator,A-T KAP1 phos
Cc1ccc(NC(=O)c2sc3nc(CCl)[nH]c(=O)c3c2C)c(C)c1,11µM*,?,-1%,1,-6%,1%,0.0%,-6%,5%,-2%
COc1ccc([C@H]2CC(=O)C=C(c3ccc4c5c(cccc35)CC4)C2)cc1,-36%,-12%,1%,?,-5%,11%,0.1%,.,12%,8%
NC(=S)Nc1ccc(Cl)c(Cl)c1,32%,-6%,-3%,0,-29%,-7%,-0.2%,3%,-5%,10%
CC1(C(=O)NCc2cccnc2)CCC(=O)N1CCc1ccccc1 (configuration not stated),-2%,9%,0%,1,18%,-6%[46.1 µM],-0.6%,-9%,-4%,6%
CCOc1ccc(NC(=O)Nc2cccc(C(=O)O)c2)cc1,-92%,?,1%,-1,3%,-11%,0.1%,-3%,-13%,0%
CCCCN=C(NNc1ccc(Br)cc1)C(=O)OCC,-6%,10%,0%,-4,-1%,-1%[46.1 µM],7.3%,11%,-5%,8%
O=C(NCCCc1ccc(F)cc1)C1CCC(=O)N(CC2CCCCC2)C1 (configuration not stated),-15%,-3%,0%,11,36%,3%,-0.9%,-7%,-3%,3%
Cc1nc(C(=O)NCCCO)cc2c1[nH]c1ccccc12,5%,30%,1%,-2,12%,-1%,-1.1%,2%,7%,-7%
CC1CN(C(=O)c2ccc(S(=O)(=O)Nc3cccc(C(F)(F)F)c3)cc2)CC(C)O1 (configuration not stated),-21%,1%,-3%,12,-6%,-1%,-0.4%,.,-9%,0%
Cc1ccc(OCCN2CCN(C(=O)CCC(=O)Nc3nnc(C(C)C)s3)CC2)cc1,-34%,14%,0%,-1,-6%,-2%,-0.3%,-4%,-19%,4%
O=C(CSC1=NCCS1)NC(NC(=O)CSC1=NCCS1)c1ccccc1,0%,-2%,-8%,-2,-21%,2%,0.1%,12%,2%,-11%
COC(=O)[C@H](Cc1c[nH]c2ccccc12)NC(=O)NCc1ccc(OC)cc1,11%,-12%,-2%,-2,-13%,6%,-0.9%,5%,2%,-9%
COc1ccc(/C=C/C(=O)NCCCN2CCOCC2)cc1,-5%,1%,0%,0,23%,2%,0.3%,8%,-1%,5%
Nc1ccc(OC(=O)Nc2ccc(O)cc2)cc1,-56%,-26%,0%,-4,-9%,2%,?,14%,-9%,15%
COCC(=O)N(Cc1cc2ccccc2[nH]c1=O)c1ccc(OC)cc1,-1%,6%,-1%,-2,3%,4%,0.3%,12%,2%,9%
CCOC(=O)[C@H]1[C@H]2COc3ccccc3[C@@H]2N2C(=O)CNC(=O)[C@@]12C,12%,29%,.,-2,20%,-1%,0.1%,.,4%,-18%
CC(=O)Nc1ccc(SCC(=O)Nc2ccccc2N2CCOCC2)cc1,-26%,-6%,0%,.,28%,-5%,-0.2%,.,-5%,19%
Cc1cccc(OCC(=O)NCC(C)(C)N2CCOCC2)c1,2%,11%,-1%,-1,21%,-5%,0.1%,.,?,0%
CCC(=O)Nc1cccc(NC(=O)CSc2nnnn2Cc2ccccc2)c1,7%,0%,-1%,-5,-3%,4%,0.2%,21%,1%,1%
COc1ccc(CN(C)CC(=O)NCC(=O)Nc2c(C)cccc2C)cc1,-9%,15%,3%,-6,-11%,1%,-0.7%,.,3%,-5%
COc1ccc(OC)c(/C=C/C(=O)OCC(=O)c2c(N)n(C)c(=O)n(C)c2=O)c1,0%,5%,-1%,1,16%,-6%,0.1%,-3%,0%,-1%
O=C(NC1CCCCC1)c1ccc(Cl)c(NC(=O)c2ccccc2F)c1,.,-3%,.,4,.,9%[46.1 µM],-2.5%,2%,-3%,0%
COc1ccccc1C(=O)N/C(=C/c1ccc(Br)cc1)C(=O)NCCCn1ccnc1,-16%,2%,-1%,10,-16%,-4%,0.2%,0%,-1%,-8%
O=C(O)c1cccc(-n2cnnn2)c1,-27%,2%,-1%,0,1%,10%,0.0%,2%,11%,1%
CCOC(=O)c1c[nH]c2c3c(ccc2c1=O)CCCC3,25%,12%,1%,6,-21%,9%,-0.4%,1%,?,0%

The results go on.
| SMILES | BRCA1 expr up | ELG1 DNA repair | TSG101-PTAP inh | TRPV1 agonist | a7 integrin act | TCR act | B2AR arrestin | CXXC DNA block | p53 reactivator | A-T KAP1 phos |
| --- | --- | --- | --- | --- | --- | --- | --- | --- | --- | --- |
| CC1(C)CC(NC(=O)c2ccccc2C(=O)NC2CC(C)(C)NC(C)(C)C2)CC(C)(C)N1 | 2% | 9% | -5% | 1 | -7% | 4% | 0.1% | -3% | -3% | -1% |
| COc1ccc([N+](=O)[O-])cc1NC(=O)C(C)OC(=O)c1cccnc1 (configuration not stated) | -32% | -6% | -1% | 3 | 10% | 0% | 0.2% | -5% | 6% | -1% |
| CCC1CCCCN1CC(C)(C)NS(=O)(=O)c1ccccc1 (configuration not stated) | -3% | 3% | -3% | 1 | -12% | -16% | -0.2% | -7% | 1% | 35µM* |
| Cc1csc(SCC(=O)Nc2nccs2)n1 | -5% | ? | -8% | -1 | -9% | 2% | -0.2% | . | 1% | 0% |
| CCOC(=O)c1sc(N2C(=O)C(O)=C(C(=O)c3ccc(C)o3)C2c2cccc([N+](=O)[O-])c2)nc1C (configuration not stated) | -1% | ? | -11% | 1 | 1% | 7% | 0.1% | -24% | . | 7% |
| Cc1nn(-c2ccccc2)c2c1C1(C(=O)N(C)c3ccccc31)C(C#N)=C(N)O2 (configuration not stated) | -18% | 1% | -4% | 0 | -33% | 3% | 0.1% | 2% | -22% | 6% |
| CCOC(=O)c1c(NC(=S)Nc2cccc(C)c2)sc2c1CC(C)(C)SC2 | -16% | -18% | -1% | 3 | -15% | -12%[46.1 µM] | -0.1% | 22% | 10% | 14% |
| O=C(C1CCCO1)N1CCN(C(=S)Nc2cc(F)cc(F)c2)CC1 (configuration not stated) | -11% | -4% | . | -2 | -4% | -1% | 0.4% | 12% | 12% | 7% |
| Cc1ccc2c(=O)n3c(nc2c1)C(CC(C)C)NC(=O)c1ccc(Cl)cc1-3 (configuration not stated) | . | -2% | . | . | . | . | 0.1% | . | 1% | 3% |
| Cc1onc(-c2ccccc2)c1C(O)c1ccc(F)cc1 (configuration not stated) | -17% | -4% | -3% | 7 | -5% | 1% | 0.5% | 17% | -4% | 32µM* |

(further entries)
| SMILES | BRCA1 expr up | ELG1 DNA repair | TSG101-PTAP inh | TRPV1 agonist | a7 integrin act | TCR act | B2AR arrestin | CXXC DNA block | p53 reactivator | A-T KAP1 phos |
| --- | --- | --- | --- | --- | --- | --- | --- | --- | --- | --- |
| O=C(Cn1ccc2ccccc2c1=O)N1CCN(Cc2ccc3c(c2)OCO3)CC1 | -3% | ? | -9% | 8 | 15% | -1% | -1.1% | -1% | 8% | 1% |
| CCOc1ccc(N/C=C/C(=O)c2cc(OC)c(OC)c(OC)c2)cc1 | -44% | ? | -5% | 6 | -7% | -3% | 0.2% | -1% | . | 2% |
| CCS(=O)(=O)N1CCC(C(=O)OCC(=O)c2ccc(Br)cc2)CC1 | 0% | . | -4% | . | -15% | 0% | . | . | . | . |
| CCCN(CCC)CC(C)(C)NS(=O)(=O)c1ccc(Cl)cc1 | 2% | -7% | -6% | -1 | -7% | 4% | 0.3% | -9% | 1% | 15% |
| CCOC(=O)c1ccc(S(=O)(=O)NNC(=O)Cc2csc(C)n2)cc1 | -10% | 13% | -6% | . | -3% | 12% | -0.1% | . | 3% | 11% |
| CCc1noc(C)c1C(=O)N(CC(C)C)c1c(N)n(Cc2ccccc2)c(=O)[nH]c1=O | -22% | ? | -3% | -1 | 13% | 11% | -1.0% | . | -3% | 6% |
| CCOc1ccccc1-n1c(SCC(=O)NC)nnc1-c1ccco1 | -15% | 28% | . | 1 | 30% | . | 0.0% | 2% | -23% | 5% |

By substructure, the entries above with a thiophene ring, fused or not (two)
| SMILES | BRCA1 expr up | ELG1 DNA repair | TSG101-PTAP inh | TRPV1 agonist | a7 integrin act | TCR act | B2AR arrestin | CXXC DNA block | p53 reactivator | A-T KAP1 phos |
| --- | --- | --- | --- | --- | --- | --- | --- | --- | --- | --- |
| Cc1ccc(NC(=O)c2sc3nc(CCl)[nH]c(=O)c3c2C)c(C)c1 | 11µM* | ? | -1% | 1 | -6% | 1% | 0.0% | -6% | 5% | -2% |
| CCOC(=O)c1c(NC(=S)Nc2cccc(C)c2)sc2c1CC(C)(C)SC2 | -16% | -18% | -1% | 3 | -15% | -12%[46.1 µM] | -0.1% | 22% | 10% | 14% |

Profiles from above. Order of screens: BRCA1 expr up, ELG1 DNA repair, TSG101-PTAP inh, TRPV1 agonist, a7 integrin act, TCR act, B2AR arrestin, CXXC DNA block, p53 reactivator, A-T KAP1 phos
O=C(Cn1ccc2ccccc2c1=O)N1CCN(Cc2ccc3c(c2)OCO3)CC1 reads -3%, ?, -9%, 8, 15%, -1%, -1.1%, -1%, 8%, 1%
CCOc1ccccc1-n1c(SCC(=O)NC)nnc1-c1ccco1 reads -15%, 28%, ., 1, 30%, ., 0.0%, 2%, -23%, 5%

Screens from PubChem BioAssay.
